# Bioassay records from PubChem BioAssay.
# Calb biofilm kill: kills Candida albicans biofilms | inhibition, % at 6 µM | C. albicans biofilm + clotrimazole, Alamar Blue | actives 0.14% (n = 85,000) | AID 834;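 active = inhibition above 20%; inactive = inhibition below 20%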;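 also: preformed 24 hr biofilms exposed to compound for 48 hr; 0% = biofilm without compound and 100% = blank killed by clotrimazole plus chlorhexidine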
# PTPN22 act: LYP (human) phosphatase activation. Q9Y2R2. recombinant LYP, DiFMUP fluorescence; 0 = plate median, 100 = signal doubled. activation, % at 2 µM. actives 0.11% (n = 96,000);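 active = activation at 2 µM above a set limit, the mean plus 5 SD, cut at about 37% in these data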
# Target sequence (Q9Y2R2 whole entry, looked up): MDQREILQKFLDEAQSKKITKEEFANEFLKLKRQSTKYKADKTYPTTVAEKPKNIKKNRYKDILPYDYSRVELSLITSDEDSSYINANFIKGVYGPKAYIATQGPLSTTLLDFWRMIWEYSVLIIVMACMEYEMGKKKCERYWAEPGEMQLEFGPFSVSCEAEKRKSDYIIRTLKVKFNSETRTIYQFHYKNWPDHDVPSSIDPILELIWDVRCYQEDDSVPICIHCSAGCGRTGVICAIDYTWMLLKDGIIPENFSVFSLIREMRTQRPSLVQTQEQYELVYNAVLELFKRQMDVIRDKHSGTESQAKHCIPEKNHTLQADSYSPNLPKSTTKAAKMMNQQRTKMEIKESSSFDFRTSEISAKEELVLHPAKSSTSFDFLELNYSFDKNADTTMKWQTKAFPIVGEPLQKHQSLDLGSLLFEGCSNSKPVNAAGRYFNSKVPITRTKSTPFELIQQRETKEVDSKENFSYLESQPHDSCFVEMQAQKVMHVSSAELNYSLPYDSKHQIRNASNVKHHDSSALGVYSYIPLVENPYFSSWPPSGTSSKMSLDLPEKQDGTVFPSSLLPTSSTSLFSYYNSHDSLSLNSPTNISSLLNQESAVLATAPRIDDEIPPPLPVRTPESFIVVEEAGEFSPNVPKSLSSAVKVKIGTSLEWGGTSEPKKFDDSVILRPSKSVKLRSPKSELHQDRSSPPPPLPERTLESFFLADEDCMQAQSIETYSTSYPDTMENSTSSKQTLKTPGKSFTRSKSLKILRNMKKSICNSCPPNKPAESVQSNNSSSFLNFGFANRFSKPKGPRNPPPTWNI
# EphB4 ephrin blk: blocks human EphB4 binding to ephrin-B2 | EphB4 LBD / TNYL-RAW-Alexa532 peptide, fluorescence polarization | inhibition, % at 7 µM | actives 0.15% (n = 97,000);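 active = inhibition above the screen-wide mean inhibition plus 3 SD, cut at about 15% in these data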;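 also: 0% = DMSO wells and 100% = excess unlabeled TNYL-RAW peptide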
# PTPN22 inh 2: blocks human PTPN22 phosphatase activity | recombinant LYP catalytic domain, DiFMUP fluorescence | inhibition, % at 2 µM | actives 0.21% (n = 96,000) | AID 640;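 active = inhibition at 2 µM at or above a set limit, the screen mean plus 3 SD, cut at about 24% in these data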;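 also: 0% = DMSO with enzyme and 100% = enzyme fully blocked by orthovanadate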
# CYP2C9 inh: inhibitors of human CYP2C9 | CYP2C9 Supersomes, luciferin-H conversion, luminescence | actives 20% (n = 96,000) | P11712 | inhibition, % at 5 µM;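 active = blocking of liver enzyme CYP2C9 beyond about 50% at 5 µM, limit read from the data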; also: values of inactives mirror those of a sister screen read the other way
# PLK1 kinase inh: PLK1 (human) kinase inhibition; P53350; recombinant PLK1 kinase, TR-FRET peptide phosphorylation; inhibition, % at 10 µM; actives 0.53% (n = 97,000); AID 619;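 active = inhibition of 50% or more in the single-concentration screen; inactive = inhibition below 50%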;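 also: 0% = DMSO max control and 100% = H-89 dihydrochloride min control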
# Plk1 PBD FP: Plk1 (human) PBD binding inhibition; inhibition, %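 (tested at about 20 µM)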; AID 693; actives 0.13% (n = 97,000); P53350; Plk1 PBD phosphopeptide binding, fluorescence polarization; in the data active = inhibition above about 34%, passing the limit was not always enough
# HIV Rev-RRE inh: HIV Rev-RRE protein-RNA interaction inhibition | P05866 | Rev peptide-RRE RNA binding, FRET | actives 0.79% (n = 97,000) | inhibition, % at 8 µM;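 active = inhibition above the screen-wide mean plus 3 SD, cut at about 35% in these data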;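 also: 0% = median DMSO wells and 100% = median Neomycin B control wells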
# Target sequence (P05866 whole entry, looked up): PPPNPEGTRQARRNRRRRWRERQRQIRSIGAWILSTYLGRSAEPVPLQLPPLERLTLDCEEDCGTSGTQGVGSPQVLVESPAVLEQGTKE
#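 Material: labelled RRE RNA duplex and labelled Rev peptide / Buffer or medium: HEPES pH 7.5 salt buffer with EDTA / Compound dosing: single point, 8 µM final nominal compound concentration / Benchmarks: DMSO low control, neomycin B high control / Timing: 5 min preincubation and 15 min binding, 25 °C / Technique: FRET fluorescence readout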
# CYP2C9 act: activators of human CYP2C9; actives 1.4% (n = 96,000); P11712; activation factor at 5 µM; AID 1024; recombinant CYP2C9, luciferin-H conversion, luminescence; active compounds read high; factor 1 = untreated enzyme, 0 = blocked;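 active = activation factor of 2 or more for CYP2C9 at a 5 µM dose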;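 also: 0 = sulfaphenazole-blocked wells and 1 = vehicle-only wells; values of inactives mirror those of a sister screen read the other way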
# The depositor's hits bear a star; . = not tested or not shown.
# The first two compounds, ahead of the listing:
SMILES	Calb biofilm kill	PTPN22 act	EphB4 ephrin blk	PTPN22 inh 2	CYP2C9 inh	PLK1 kinase inh	Plk1 PBD FP	HIV Rev-RRE inh	CYP2C9 act
Cc1ccc(NC(=O)CO/N=C(\N)c2nonc2N)cc1	.	6	1	0	20	3	-25	6	0.8
C#CCSc1nnc(-c2sc(-c3ccccc3)nc2C)n1C	.	-12	-3	15	41	-17	-31	4	0.6

# The list itself, from the start:
SMILES	Calb biofilm kill	PTPN22 act	EphB4 ephrin blk	PTPN22 inh 2	CYP2C9 inh	PLK1 kinase inh	Plk1 PBD FP	HIV Rev-RRE inh	CYP2C9 act
Cc1ccc(NC(=O)CO/N=C(\N)c2nonc2N)cc1	.	6	1	0	20	3	-25	6	0.8
C#CCSc1nnc(-c2sc(-c3ccccc3)nc2C)n1C	.	-12	-3	15	41	-17	-31	4	0.6
COc1cc(C(=O)Nc2nnc(-c3sccc3C)s2)cc(OC)c1OC	5	-21	2	21	-19	-13	-26	-19	1.2
CCn1c(CNC(=O)COc2ccc(C(C)C)cc2)nnc1SCC(=O)Nc1ccccc1C(C)C	.	-9	-1	12	30	0	21	3	0.7
CCOC(=O)c1sc2nc(NC(=O)COc3ccccc3)sc2c1C	-1	-4	6	2	86*	-3	11	2	0.1
O=C(CN1CCN(S(=O)(=O)c2ccc(F)cc2)CC1)Nc1ccc(Cl)c(C(F)(F)F)c1	4	-3	1	6	18	5	22	13	0.8
CCNC(=O)N1CCOCC1	-2	-4	2	7	5	-5	-23	3	1
CS(=O)(=O)NCCOc1ccc(S(=O)(=O)N2CCCc3ccccc32)cc1	-3	16	-6	-13	-111	-12	4	5	2.1*
Cc1oc(C(=O)O)cc1CSCc1ccoc1C(=O)O	0	-8	2	6	-21	-14	34	4	1.2
O=Cc1c(N2CCCCCC2)nc2ccccn2c1=O	2	22	2	-21	1	8	-12	6	1
CCN(CC)S(=O)(=O)c1ccc(C(=O)NCc2cccs2)cc1	.	2	1	1	53*	-12	-4	0	0.5
CCn1nnc(NC(=O)C(C)Oc2ccc(Cl)cc2Cl)n1 (stereo not drawn)	1	3	-12	-3	10	5	4	-3	0.9
CSc1nc(Sc2ccccc2Cl)c2ccccc2n1	.	-8	-3	11	-5	-8	-5	6	1
COC(=O)c1cc(CC(=O)c2ccc(O)cc2O)c(C)o1	-1	-4	0	2	54*	-4	-1	2	0.5
CCC(C)(C(=O)NC1CCCC1)N(C(C)=O)c1ccc(C)cc1 (stereo not drawn)	10	2	-8	-1	31	-6	3	2	0.7
CCCN=CC1=C(O)CC(c2ccccc2)CC1=O (stereo not drawn)	6	-6	3	6	.	-14	3	6	.
COc1ccccc1NC(=O)COC(=O)c1cnccn1	1	10	0	-8	32	-14	-17	7	0.7
COc1ccccc1-n1c(CNC(=O)c2ccc(S(=O)(=O)N3CCOCC3)cc2)n[nH]c1=S	11	9	-1	-8	-9	-2	-19	1	1.1
Cc1cccc(C(=O)Nc2ccc(O)cc2)c1	3	-9	10	8	.	17	-10	5	.
COc1ccc(C(CNC(=O)c2cc3ccccc3cc2OC)N2CCCC2)cc1 (stereo not drawn)	.	7	1	-7	5	-6	-8	14	0.9
CCN1CCN(CCn2c(=S)[nH]c3ccccc3c2=O)CC1	4	-8	0	10	-4	2	-13	6	1
CC(NCC1(N2CCOCC2)CCCCC1)C(=O)N1CCc2ccccc21 (stereo not drawn)	2	10	-12	-14	9	3	-7	-2	0.9
COc1ccc(NC(=O)CN(C)S(=O)(=O)c2cccs2)cc1	2	6	5	-9	49	1	-12	9	0.5
O=C(CCN1CCCC1)Nc1cccc(Br)c1	3	-13	-12	11	1	-12	5	-1	1

# Part of the list above, with each value named:
COc1ccc(NC(=O)CN(C)S(=O)(=O)c2cccs2)cc1
  Calb biofilm kill: 2
  PTPN22 act: 6
  EphB4 ephrin blk: 5
  PTPN22 inh 2: -9
  CYP2C9 inh: 49
  PLK1 kinase inh: 1
  Plk1 PBD FP: -12
  HIV Rev-RRE inh: 9
  CYP2C9 act: 0.5
O=C(CCN1CCCC1)Nc1cccc(Br)c1
  Calb biofilm kill: 3
  PTPN22 act: -13
  EphB4 ephrin blk: -12
  PTPN22 inh 2: 11
  CYP2C9 inh: 1
  PLK1 kinase inh: -12
  Plk1 PBD FP: 5
  HIV Rev-RRE inh: -1
  CYP2C9 act: 1

# Next part.
SMILES	Calb biofilm kill	PTPN22 act	EphB4 ephrin blk	PTPN22 inh 2	CYP2C9 inh	PLK1 kinase inh	Plk1 PBD FP	HIV Rev-RRE inh	CYP2C9 act
CCOC(=O)c1[nH]c2cc3c(cc2c1CCCN1C(=O)c2ccccc2C1=O)OCCO3	-1	-1	2	-1	27	-8	-5	10	0.7
Cc1nc2c(C(=O)NCc3ccc4c(c3)OCO4)cnn2c(C)c1Cc1ccc(F)cc1Cl	10	-21	-1	23	86*	-13	6	-3	0.1
c1ccc(Cn2nnc3c(N4CCc5ccccc54)ncnc32)cc1	1	-6	2	8	.	-13	-4	4	.
Nn1c(SCC(=O)NC(=O)NCc2ccccc2)nnc1C1CC1	9	-7	3	5	18	-7	12	6	0.8
CCOC(=O)Cc1csc(SC(C)C(=O)Nc2ccc(NC(C)=O)cc2)n1 (stereo not drawn)	1	0	2	0	91*	-11	-6	2	0.1
Cc1cc(-n2c(C)cc(C(=O)CSc3nc4ccccc4c(=O)n3Cc3ccco3)c2C)no1	5	-4	-6	2	-5	-12	1	1	1
Cc1ccccc1N1C(=O)c2sc3nc4c(c(=O)n3c2C1=O)CCC4	2	2	-5	-2	40	-9	-17	-4	0.6
O=c1c2c(-c3cccs3)csc2ncn1-c1ccc(Br)cc1	6	-8	-7	9	32	-4	-1	-4	0.7
c1ccc(OCc2nc(-c3cccs3)no2)cc1	2	-6	-2	8	62*	-36	-7	-1	0.4
CCOC(=O)c1ccc2nc(C)c3c(c2c1)OC(C)C3 (stereo not drawn)	2	-8	4	10	12	5	6	4	0.9
O=S(=O)(NCc1cccnc1)c1ccc(Cl)nc1	.	-12	6	15	7	-2	8	3	0.9
Cc1ccc(C(=O)NNc2nc3ccccc3nc2C(F)(F)F)cc1	.	1	-8	4	2	-5	12	-3	1
COc1ccc(-n2c(SCC(=O)NCc3ccco3)nnc2-c2c[nH]c3ccccc23)cc1	0	-8	-4	8	59*	-4	30	1	0.4
CC1C(c2ccccc2)=[N+]([O-])C2(CCCC2)N1O (stereo not drawn)	7	2	-3	-3	38	-10	33	9	0.6
CCOC(=O)N1CCN(c2c(NCc3ccccc3OC)c(=O)c2=O)CC1	10	2	-3	-6	-6	-3	-15	2	1.1
O=C(O)Cc1ccc(-c2ccccc2-c2ccccc2)cc1	1	-1	-7	-4	.	-11	5	0	.
OCCN(Cc1ccccc1)Cc1cccc(C(F)(F)F)c1	9	0	-3	-1	20	-3	-23	12	0.8
O=C1C(C=NCc2ccncc2)=C(O)c2ccccc21	4	-2	0	2	85*	-12	21	11	0.2
CCOC(=O)N(CC)OC(=O)Nc1ccc(Cl)cc1	5	4	0	-1	58*	1	-14	-3	0.4
CCCC1(C(=O)OCC)NC(c2ccc(N(C)C)cc2)C2C(=O)N(c3ccc(F)cc3)C(=O)C21 (stereo not drawn)	-2	-4	-1	3	-1	-8	-11	-1	1
CC(C)C(c1nnnn1Cc1ccco1)N1CCN(C2CCCC2)CC1 (stereo not drawn)	11	10	1	-12	-1	-13	-2	2	1
c1ccc2c(c1)OCC(c1csc3ncnc(N4CCCC4)c13)O2 (stereo not drawn)	4	-10	-1	12	94*	-6	-9	2	0.1
O=C(CSc1nnc(CN2CCOCC2)n1-c1ccc(Cl)cc1)Nc1ccc2c(c1)OCO2	-2	-6	-8	8	18	-6	29	10	0.8
Cc1noc(/C=C/N(C)C)c1S(=O)(=O)N1CCCC(C(=O)NCc2ccc(F)cc2)C1 (stereo not drawn)	7	-3	-2	-1	73*	-1	-11	2	0.3
CN(C)CCCNC(=O)c1cc(S(=O)(=O)N2CCOCC2)ccc1F	.	5	5	-6	-39	-5	-4	5	1.4
C/C(=N/NC(=O)c1ccoc1C)C12CC3CC(CC(C3)C1)C2	-2	-2	-3	2	12	-4	-7	3	0.9
COc1cccc(-c2noc(-c3cccs3)n2)c1	6	6	5	-9	13	-6	-1	8	0.9
O=C(COC(=O)c1ccccc1NC(=O)c1ccco1)Nc1ccc2c(c1)OCO2	10	-2	-7	2	58*	-9	0	3	0.4
CCCCNC(=S)NNC(=O)c1ccoc1C	.	30	-5	-26	3	-1	-20	-1	1
Cc1ccc(C(C)C)c(OCc2nnc(SCC(=O)Nc3ncc(C)s3)n2C)c1	3	8	6	-14	-4	-1	14	-5	1
O=C(/C=C/c1ccccc1)c1ccoc1	.	11	5	-8	15	-11	-48	11	0.8
COC(=O)C1=C(C)Nc2ncnn2C1c1ccc(OC(=O)c2ccccc2)cc1 (stereo not drawn)	7	-12	4	10	-22	-2	-22	4	1.2
C=CCn1c(SCC(=O)c2ccc(O)c(O)c2)nnc1-c1ccccc1OC	0	-9	0	7	-41	-9	2	4	1.4
CC(C)OC(=O)c1c(N)sc2c1CCCC2	5	-3	-5	-3	.	-6	14	-9	.
CC[N+](CC)(CC)C/C(N)=N/O	-2	-1	-6	0	0	-21	21	0	1
Cc1ccc(-c2nc(C#N)c(NCCc3ccccn3)o2)cc1	3	7	-1	-6	17	2	9	2	0.8
O=C(c1ccco1)N1CCN(C(=O)C2c3ccccc3Oc3ccccc32)CC1	3	2	4	-2	58*	1	15	2	0.4
O=C(CNS(=O)(=O)c1ccc(Br)cc1)N1CCN(c2ccc(F)cc2)CC1	0	2	0	-2	.	-13	2	10	.
CCOC(=O)c1ccc2c(c1)n(CC)c(/C=C/Nc1ccccc1)[n+]2CC	.	3	1	-1	-2	-3	16	11	1
COc1ccccc1CNC(=O)COC(=O)c1n[nH]c2ccccc12	6	-2	-6	4	-134	-5	-7	1	2.3*
COc1ccc(C2C(C(C)=O)=C(C)N=c3s/c(=C/c4ccc5c(c4)OCO5)c(=O)n32)cc1 (stereo not drawn)	2	-6	-1	9	16	-8	28	44*	0.8
O=C(CCC(=O)c1cccs1)Nc1nnc(C2CC2)s1	-2	-4	-1	2	22	-11	-14	3	0.8
O=C(CSc1nnc(C2CC2)n1Cc1ccccc1)N1CCN(S(=O)(=O)c2ccccc2)CC1	8	1	6	-4	46	-9	-29	9	0.5
CCN(CC)c1ccc(C2C(C(=O)OCCOC(C)C)=C(C)NC3=C2C(=O)CCC3)cc1 (stereo not drawn)	.	4	-1	-4	25	-10	2	-2	0.7
COc1ccc(CN(C(=O)CNC(=O)c2ccco2)C(C(=O)NC2CCCC2)c2ccco2)cc1 (stereo not drawn)	4	-2	-10	4	62*	8	-8	3	0.4
CCCOc1ccc(/C(O)=C2/C(=O)C(=O)N(CCCn3ccnc3)C2c2ccco2)cc1 (stereo not drawn)	6	-7	-4	12	16	-15	-20	-1	0.8
COc1ccc(-c2oc(NC(=O)CSc3ncn[nH]3)c(C#N)c2-c2ccc(OC)cc2)cc1	3	12	3	-10	70*	-7	-40	4	0.3
COc1ccc(-n2cnnc2SCC(=O)N2CCN(S(=O)(=O)c3ccccc3)CC2)cc1	.	1	-4	-4	42	-13	3	-1	0.6
COCCn1c(=O)c2c3c(sc2n(CC(N)=O)c1=O)CCCC3	4	-5	-2	1	.	-7	14	4	.
O=C(CCN1C(=O)c2ccccc2S1(=O)=O)NCc1ccco1	6	7	-6	-7	12	-9	6	6	0.9
O=c1[nH]c2ccc(NC(=S)Nc3ccc(Cl)cc3)cc2[nH]1	1	0	6	3	-13	6	35	-2	1.1
